Assay outcomes from PubChem BioAssay.
U2OS ROS induce: raises reactive oxygen species in U2OS cancer cells; U2OS ROS induction, H2DCF-DA fluorescence; ROS induction (% of piperlongumine), % at 10 µM; hit rate 2% among 46,000; AID 624156; in the data active = ROS induction above about 79%, passing the limit was not always enough; inconclusive = no clear call, values can overlap the other calls;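 also: 0% = DMSO vehicle median and 100% = reference compound median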
* marks the source's active call; other numbers are inactive results; ? = inconclusive. These rows are one share of the data, so the mix of outcomes need not match the whole.

SMILES	U2OS ROS induce
Cc1noc(C)c1NC(=O)N(C)C[C@@H]1Oc2c(NC(=O)C3CCCCC3)cccc2C(=O)N([C@H](C)CO)C[C@H]1C	-4
CCC1(C)Cc2nc3nc(SCC(=O)c4ccc(Br)cc4)n(-c4ccccc4)c(=O)c3cc2CO1 (stereo unspecified)	-9
C[C@@H]1CN([C@H](C)CO)C(=O)CCCn2cc(nn2)CO[C@H]1CN(C)C	2
C[C@H](CO)N1C[C@H](C)[C@H](CN(C)C(=O)Nc2ccc(F)cc2)Oc2ccc(NC(=O)Cc3cn(C)c4ccccc34)cc2CC1=O	12
COc1ccccc1CN(C)C[C@H]1OCc2cnnn2CCCC(=O)N([C@@H](C)CO)C[C@@H]1C	28
CCOC(=O)C1C(=O)CC(=O)C(C(=O)OCC)C1c1ccc(OC)cc1 (stereo unspecified)	-5
COc1cc2ccc(=O)oc2cc1OC	7
O=C1CCC(c2ccccc2)C(=O)C1C(=O)c1ccc(Cl)cc1Cl (stereo unspecified)	15
Cc1noc(C)c1NC(=O)N(C)C[C@H]1Oc2ccc(NC(=O)Nc3ccc4c(c3)OCO4)cc2C(=O)N([C@@H](C)CO)C[C@@H]1C	0
COc1ccc(S(=O)(=O)N(C)C[C@@H]2Oc3ncc(-c4ccccc4)cc3C(=O)N([C@H](C)CO)C[C@@H]2C)cc1	-15
Cc1noc(C)c1NC(=O)N(C)C[C@H]1Oc2ccc(NC(=O)Nc3ccc(C(F)(F)F)cc3)cc2CC(=O)N([C@@H](C)CO)C[C@@H]1C	88*
Cc1noc(C)c1S(=O)(=O)Nc1cccc2c1O[C@H](CN(C)S(=O)(=O)c1ccc(Cl)cc1)[C@H](C)CN([C@@H](C)CO)C2=O	103*
CCCCn1c(SCC)nc2sc3c(c2c1=O)CCCC3	7
COC(=O)CCCCCCC(=O)N/N=C/[C@H](O)[C@@H](O)[C@H](O)CO	-10
CCn1c(SCC(=O)Nc2cccc(C(C)=O)c2)nnc1-c1ccncc1	4
O=C(Nc1ccccc1)C(c1ccccc1)c1ccccc1	9
C[C@@H]1CN([C@@H](C)CO)C(=O)c2cc(NC(=O)Nc3ccc4c(c3)OCO4)ccc2O[C@H]1CN(C)Cc1ccncc1	-12
CC(=O)NC1C(OCCOc2ccc(Cl)cc2C)OC(CO)C(O)C1O (stereo unspecified)	-3
C[C@H]1CN([C@@H](C)CO)C(=O)c2cc(NC(=O)Cc3ccccc3)ccc2O[C@H]1CN(C)C	0
C[C@H]1CN([C@@H](C)CO)C(=O)c2cccc(NC(=O)C3CCOCC3)c2O[C@H]1CN(C)CC1CCCCC1	-2
COc1ccc(NC(=O)Nc2ccc3c(c2)C(=O)N([C@H](C)CO)C[C@H](C)[C@@H](CN(C)S(=O)(=O)c2cccs2)O3)cc1	4
COc1ccc(-n2cc(C(=O)N3CCCN(Cc4ccccc4F)C3)c3ccccc3c2=O)cc1	-7
C[C@H]1CN([C@@H](C)CO)C(=O)c2cc(NC(=O)CCC(F)(F)F)ccc2O[C@H]1CN(C)C(=O)NC1CCCCC1	1
O=C(NO)c1cccc(C(=O)N/N=C/c2cccnc2)c1	-18
Cc1sc2nc(SCc3nc4ccccc4[nH]3)n(-c3ccccc3)c(=O)c2c1C	4
Cc1ccc(S(=O)(=O)N(C)C[C@H]2Oc3ccc(NC(=O)Nc4c(C)noc4C)cc3CC(=O)N([C@@H](C)CO)C[C@H]2C)cc1	-11
CNC[C@@H]1Oc2c(NS(C)(=O)=O)cccc2C(=O)N([C@@H](C)CO)C[C@H]1C	7
C[C@@H]1CCCCO[C@@H](CN(C)C(=O)Cc2ccccc2)[C@@H](C)CN([C@H](C)CO)C(=O)c2cc(NC(=O)Nc3ccc(C(F)(F)F)cc3)ccc2O1	42
COc1ccccc1NC(=O)CN(c1ccc(F)c(Cl)c1)S(C)(=O)=O	-3
Cc1ccc(-n2c(Cc3cccn3C)nnc2SCC(=O)N2CCN(c3ccccc3)CC2)cc1	10

Not a retest: 14 of the compounds above.
SMILES	U2OS ROS induce
C[C@@H]1CN([C@@H](C)CO)C(=O)c2cc(NC(=O)Nc3ccc4c(c3)OCO4)ccc2O[C@H]1CN(C)Cc1ccncc1	-12
CC(=O)NC1C(OCCOc2ccc(Cl)cc2C)OC(CO)C(O)C1O (stereo unspecified)	-3
C[C@H]1CN([C@@H](C)CO)C(=O)c2cc(NC(=O)Cc3ccccc3)ccc2O[C@H]1CN(C)C	0
C[C@H]1CN([C@@H](C)CO)C(=O)c2cccc(NC(=O)C3CCOCC3)c2O[C@H]1CN(C)CC1CCCCC1	-2
COc1ccc(NC(=O)Nc2ccc3c(c2)C(=O)N([C@H](C)CO)C[C@H](C)[C@@H](CN(C)S(=O)(=O)c2cccs2)O3)cc1	4
COc1ccc(-n2cc(C(=O)N3CCCN(Cc4ccccc4F)C3)c3ccccc3c2=O)cc1	-7
C[C@H]1CN([C@@H](C)CO)C(=O)c2cc(NC(=O)CCC(F)(F)F)ccc2O[C@H]1CN(C)C(=O)NC1CCCCC1	1
O=C(NO)c1cccc(C(=O)N/N=C/c2cccnc2)c1	-18
Cc1sc2nc(SCc3nc4ccccc4[nH]3)n(-c3ccccc3)c(=O)c2c1C	4
Cc1ccc(S(=O)(=O)N(C)C[C@H]2Oc3ccc(NC(=O)Nc4c(C)noc4C)cc3CC(=O)N([C@@H](C)CO)C[C@H]2C)cc1	-11
CNC[C@@H]1Oc2c(NS(C)(=O)=O)cccc2C(=O)N([C@@H](C)CO)C[C@H]1C	7
C[C@@H]1CCCCO[C@@H](CN(C)C(=O)Cc2ccccc2)[C@@H](C)CN([C@H](C)CO)C(=O)c2cc(NC(=O)Nc3ccc(C(F)(F)F)cc3)ccc2O1	42
COc1ccccc1NC(=O)CN(c1ccc(F)c(Cl)c1)S(C)(=O)=O	-3
Cc1ccc(-n2c(Cc3cccn3C)nnc2SCC(=O)N2CCN(c3ccccc3)CC2)cc1	10

(next part)
SMILES	U2OS ROS induce
Cc1noc(C)c1S(=O)(=O)Nc1ccc2c(c1)C(=O)N([C@@H](C)CO)C[C@H](C)[C@@H](CN(C)Cc1ccc(Cl)c(Cl)c1)O2	25
C[C@H]1CN([C@@H](C)CO)C(=O)c2cccc(NS(C)(=O)=O)c2O[C@H]1CN(C)C(=O)Nc1ccc(C(F)(F)F)cc1	-12
C[C@@H]1CN([C@H](C)CO)C(=O)c2cc(NS(=O)(=O)c3cn(C)cn3)ccc2O[C@@H]1CN(C)Cc1ccccc1	3
O=C(O)C1CCCN1C(=O)OCC1c2ccccc2-c2ccccc21 (stereo unspecified)	49
COc1ccc(S(=O)(=O)NCC2CCCO2)cc1-c1nnc2c3ccccc3c(C)nn12 (stereo unspecified)	39
O=C(N/N=C/c1ccc(C(F)(F)F)cc1)c1ccccn1	18
CCc1ccc2nc(N3CCC(C(=O)NC4CCCCC4)CC3)sc2c1	18
CC1(C)CC(=O)C2=C(C1)N(Cc1cccnc1)C(=O)C2(NC(=O)c1cccs1)C(F)(F)F (stereo unspecified)	-11
CC1=CCC2C(=O)N(c3cccc(C(=O)NCc4ccccc4)c3)C(=O)C2C1 (stereo unspecified)	-11
COc1ccc(S(=O)(=O)Nc2ccc3c(c2)C(=O)N([C@H](C)CO)C[C@H](C)[C@@H](CN(C)C(=O)Nc2ccc(F)cc2)O3)cc1	-2
C[C@@H]1CN([C@H](C)CO)C(=O)Cc2cc(NC(=O)Nc3ccc4c(c3)OCO4)ccc2O[C@H]1CN(C)C(=O)NC1CCCCC1	11
CS(=O)(=O)N(CC(=O)Nc1cccnc1)c1cccc(F)c1	3
CCCc1cc(NC(C)c2ccccc2)n2c(nc3ccccc32)c1C#N (stereo unspecified)	?
C[C@@H]1CN([C@@H](C)CO)C(=O)c2cccc(N(C)C)c2O[C@@H]1CN(C)S(=O)(=O)c1cccs1	-4
Cc1ncc(CO)c(/C=N/NC(=O)c2cccc(C(=O)NO)c2)c1O	-16
Cc1ccc(S(=O)(=O)N(C)C[C@H]2Oc3ccc(NS(=O)(=O)c4cccs4)cc3C(=O)N([C@@H](C)CO)C[C@@H]2C)cc1	4
COC(=O)c1ccc(CN(C(C)=O)C(=O)Nc2ccc(C(=O)OC)cc2C)cc1	2
OC(c1ccccc1)c1nc2ccccc2n1CCOc1ccccc1 (stereo unspecified)	-8
Cc1cc(C)cc(NC(=O)c2ccc(NS(=O)(=O)c3cccc4cccnc34)cc2)c1	8
Cc1noc(C)c1S(=O)(=O)N(C)C[C@@H]1Oc2ccc(NC(=O)Nc3ccc4c(c3)OCO4)cc2CC(=O)N([C@@H](C)CO)C[C@@H]1C	5
COc1ccc(NC(=O)N(C)C[C@@H]2Oc3ccc(NS(=O)(=O)c4ccc(F)cc4)cc3C(=O)N([C@@H](C)CO)C[C@@H]2C)cc1	2
COC(=O)C(CC#Cc1ccc2c(c1)[C@]1(C(=O)N2)[C@H](c2ccccc2OCCO)N2[C@H](c3ccccc3)[C@H](c3ccccc3)OC(=O)[C@H]2[C@@H]1C(=O)O)C(=O)OC	37
O=P(CCNCc1cccnc1)(c1ccccc1)c1ccccc1	6
C[C@]12CCC3c4ccc(OC(=O)c5ccccc5)cc4CCC3C1CCC2=O (stereo partly specified)	-1
C[C@H](CO)N1C[C@H](C)[C@H](CN(C)C(=O)Nc2ccccc2)OCc2cn(nn2)CCCC1=O	17
C[C@@H]1CN([C@@H](C)CO)C(=O)c2cccc(NC(=O)c3cnccn3)c2O[C@@H]1CN(C)Cc1ccc(C(=O)O)cc1	0
O=C(Nc1cc(-c2ccc(Cl)cc2)nn1-c1ccc(F)cc1)C1CCC1	-16
O=C(O)c1ccccc1C(=O)NCc1ccccc1Cl	-13
C[C@H](CO)N1C[C@H](C)[C@H](CN(C)Cc2ccncc2)Oc2c(NC(=O)c3cnccn3)cccc2C1=O	-8
C[C@H]1CN([C@@H](C)CO)C(=O)c2cccc(NC(=O)c3cnccn3)c2O[C@@H]1CN(C)Cc1ccc2c(c1)OCO2	3
C[C@H]1CN([C@@H](C)CO)C(=O)Cc2cc(NC(=O)NC3CCCCC3)ccc2O[C@@H]1CN(C)C	6
COc1ccc(S(=O)(=O)Nc2cccc3c2O[C@H](CN(C)C)[C@@H](C)CN([C@@H](C)CO)C3=O)cc1	-7
O=C(COc1cccc(NC(=O)c2ccccc2Cl)c1)c1ccc(F)cc1	7
C[C@@H]1CN([C@@H](C)CO)C(=O)c2cc(NC(=O)Nc3ccc(C(F)(F)F)cc3)ccc2O[C@@H]1CN(C)Cc1ccc(-c2ccccc2)cc1	-2
C[C@@H]1CN([C@@H](C)CO)C(=O)c2cccc(NS(=O)(=O)c3cccs3)c2O[C@@H]1CN(C)C(=O)Nc1ccc2c(c1)OCO2	-6
C[C@@H]1CN([C@H](C)CO)C(=O)c2cc(NC(=O)c3ccncc3)ccc2O[C@@H]1CN(C)Cc1ccccc1	-6
Cc1ccc(S(=O)(=O)N(C)C[C@H]2Oc3c(NS(=O)(=O)c4ccccc4)cccc3C(=O)N([C@@H](C)CO)C[C@@H]2C)cc1	-5
C[C@@H]1O[C@@H](O[C@@H]2CC[C@@]3(C)C(CC[C@]4(C)C3CC=C3[C@@H]5CC(C)(C)CC[C@]5(C(=O)O[C@@H]5O[C@H](CO)[C@@H](O)[C@H](O)[C@H]5O)CC[C@]34C)[C@]2(C)CO)[C@H](O)[C@H](O[C@@H]2OC[C@@H](O)[C@H](O)[C@H]2O)[C@H]1O (stereo partly specified)	-11
CCOC(=O)c1cccc(C(=O)Nc2nc3ccc(OC)cc3s2)n1	5
c1ccc2c(c1)CN1CCCC1=N2	-4
C[C@@H]1CN([C@@H](C)CO)C(=O)Cc2cc(NC(=O)Cc3ccccc3)ccc2O[C@@H]1CN(C)C(=O)Nc1ccccc1	1
CC1=C(CO)CC(C(C)C2CCC3C4CC=C5CC(OC6OC(COC7OC(CO)C(O)C(O)C7O)C(O)C(O)C6O)CC(O)C5(C)C4CCC23C)OC1=O (stereo unspecified)	6
NC(=O)CSCC(=O)Nc1ccc(Br)cc1	11
COc1ccc(C#Cc2cnc3c(c2)C(=O)N([C@H](C)CO)C[C@H](C)[C@H](CN(C)S(=O)(=O)c2ccc(C#N)cc2)O3)cc1OC	74
COC(=O)c1ccccc1-n1c(N)c(C#N)c(N)c(C#N)c1=S	-7
COc1cc2c(cc1O)C(c1cccs1)N(C)CC2 (stereo unspecified)	29
C[C@@H]1CN([C@@H](C)CO)C(=O)c2cccc(NS(=O)(=O)c3cn(C)cn3)c2O[C@@H]1CN(C)C(=O)Nc1ccccc1	-8
CCN(CC(=O)Nc1ccccc1Br)S(=O)(=O)c1ccc2ccccc2c1	0
COc1ccc(NC(=O)Nc2ccc3c(c2)C(=O)N([C@H](C)CO)C[C@H](C)[C@H](CN(C)S(=O)(=O)c2cn(C)cn2)O3)cc1	-6
Cc1ccc(S(=O)(=O)N(C)C[C@@H]2Oc3ccc(NS(=O)(=O)c4cccs4)cc3CC(=O)N([C@@H](C)CO)C[C@@H]2C)cc1	7
O=C(Nc1ccccc1)N(Cc1ccccc1)c1cccc2ccccc12	13
COc1ccc(CN(C)C[C@H]2Oc3ccc(NC(=O)CCC(F)(F)F)cc3C(=O)N([C@@H](C)CO)C[C@@H]2C)cc1	16
C[C@@H]1CN([C@@H](C)CO)C(=O)c2cccc(NC(=O)NC3CCCCC3)c2O[C@@H]1CN(C)S(=O)(=O)c1cccs1	8
CCc1ccc2c(c1)c1nc3ccccc3nc1n2CC(=O)OC	9
CCCCN1C(=O)/C(=C/N(C(C)=O)c2ccccc2)SC1=S	8
Cc1ccccc1/C=N/NC(=O)c1cccc(C(=O)NO)c1	-2
CN(C)NC(=S)NCc1ccc(F)cc1	11
C[C@H](CO)N1C[C@H](C)[C@H](CN(C)Cc2ccc(C(F)(F)F)cc2)Oc2c(NS(=O)(=O)c3ccccc3)cccc2C1=O	34
CS(=O)(=O)N(CC(=O)Nc1cccc(F)c1)c1cccc2ccccc12	-1
CC1(C)Cc2c(cnn2-c2ccc(F)cc2)-c2nc3ccccc3nc21	35
Following part:
SMILES	U2OS ROS induce
O=C(NCc1ccco1)c1cc2nc(-c3cccs3)cc(C(F)(F)Cl)n2n1	12
COc1ccc(NC(=O)c2cncc(NS(=O)(=O)c3ccc(C)cc3)c2)cc1OC	-1
O=C(CSc1nc2sc3c(c2c(=O)n1Cc1ccco1)CCC3)c1ccccc1	37
COc1ccc2c(c1)c(CC(=O)OCC(=O)O)c(C)n2C(=O)c1ccc(Cl)cc1	-2
CCc1cccc(C(C)C)c1NC(=O)Nc1ccccc1	-8
